Screens deposited in PubChem by Broad Institute.
BioA inh: BioA (M. tuberculosis) enzyme inhibition; AID 602481; inhibition, % at 9.99 µM; 0.096% of 360,000 active; purified M. tuberculosis BioA enzyme, plate reader; in the data active = inhibition above about 40%
Numbers without * were called inactive. A portion of the library; the hit share may differ from the screen's.

> CCCC(O)C#Cc1cnc2c(c1)C(=O)N([C@H](C)CO)C[C@H](C)[C@H](CN(C)C)O2 (some centres not stated)
  BioA inh: -2.4
> C[C@@H]1CN([C@@H](C)CO)C(=O)c2cc(NC(=O)Cc3cn(C)c4ccccc34)ccc2O[C@@H]1CN(C)S(=O)(=O)c1cn(C)cn1
  BioA inh: 1.3
> COc1ccc(NC(=O)N(C)C[C@@H]2Oc3c(NS(=O)(=O)c4ccc(C)cc4)cccc3C(=O)N([C@H](C)CO)C[C@@H]2C)cc1
  BioA inh: 1.4
> COc1ccc(-c2cnc3c(c2)C(=O)N([C@@H](C)CO)C[C@@H](C)[C@@H](CN(C)C(=O)Cc2ccccn2)O3)cc1
  BioA inh: 1.1
> O=C(C[C@@H]1CC[C@H]2[C@@H](COC[C@@H](O)CN2C(=O)c2ccccc2F)O1)NCc1ccc(F)cc1
  BioA inh: 0.0
> C[C@H](CO)N1C[C@H](C)[C@H](CN(C)C)Oc2cc(C#CCC3CCCC3)ccc2S1(=O)=O
  BioA inh: 0.7
> COCC#Cc1cnc2c(c1)C(=O)N([C@@H](C)CO)C[C@H](C)[C@H](CN(C)C(C)=O)O2
  BioA inh: -4.1
> COc1ccc(S(=O)(=O)N(C)C[C@H]2Oc3ccc(NS(=O)(=O)c4cccs4)cc3C(=O)N([C@H](C)CO)C[C@H]2C)cc1
  BioA inh: -0.5
> CCC(=O)N1C[C@H]2[C@@H](c3ccccc31)[C@@H](CO)N2Cc1cc(F)ccc1F
  BioA inh: -4.1
> CC(=O)N[C@H]1CC[C@@H](CCNC(=O)Nc2ccc(C(F)(F)F)cc2)O[C@H]1CO
  BioA inh: 2.6

> COc1cccc(NC(=O)N(C)C[C@H]2Oc3cc(C#Cc4ccc(F)cc4)ccc3S(=O)(=O)N([C@H](C)CO)C[C@H]2C)c1
  BioA inh: -4.6
> C[C@H](CO)N1C[C@H](C)[C@H](CN(C)C(=O)C2CC2)Oc2cc(-c3cccc(F)c3)ccc2S1(=O)=O
  BioA inh: 1.8
> CCCN1[C@@H]2c3ccc(-c4cccc(C(=O)N(C)C)c4)c(=O)n3C[C@H]1[C@H](CO)[C@H]2C(=O)OC
  BioA inh: -0.6
> CS(=O)(=O)Nc1ccc2c(c1)[C@@H]1C[C@@H](CC(=O)NCC3CC3)O[C@@H](CO)[C@@H]1O2
  BioA inh: 1.8
> C[C@@H]1CN([C@H](C)CO)C(=O)c2cc(N(C)C)ccc2O[C@@H]1CN(C)C(=O)NC1CCCCC1
  BioA inh: 0.8
> C[C@@H]1CCCCO[C@H](CN(C)S(C)(=O)=O)[C@@H](C)CN([C@H](C)CO)C(=O)c2cc(NC(=O)CCC(F)(F)F)ccc2O1
  BioA inh: -3.1
> CCCC#Cc1cnc2c(c1)C(=O)N([C@@H](C)CO)C[C@H](C)[C@H](CN(C)C(=O)c1cccnc1)O2
  BioA inh: 3.6
> COc1cccc(-c2ccc3n(c2=O)C[C@H]2[C@H](CO)[C@@H](C(=O)N4CCCCC4)N[C@@H]32)c1
  BioA inh: 0.7
> C[C@H]1CN([C@@H](C)CO)C(=O)c2cc(NC(=O)CCC(F)(F)F)ccc2O[C@@H]1CN(C)C(=O)Nc1cccc2ccccc12
  BioA inh: 0.0
> CN1C(=O)c2cc(NC(=O)C3CCOCC3)ccc2OC[C@@H]2O[C@@H](CC(=O)NC3CCCC3)CC[C@@H]21
  BioA inh: -1.2

> C[C@@H](NC(=O)C[C@H]1CC[C@@H](NC(=O)C2CC2)[C@@H](CO)O1)c1ccccc1
  BioA inh: -1.1
> CO[C@H]1CN(C)C(=O)c2ccc(NC(=O)c3ccno3)cc2OC[C@H](C)N(S(C)(=O)=O)C[C@H]1C
  BioA inh: 1.0
> O=C(C[C@@H]1C=C[C@H](NC(=O)Nc2ccc(C(F)(F)F)cc2)[C@@H](CO)O1)NCc1cc(F)cc(F)c1
  BioA inh: 4.3
> COc1ccc(NC(=O)Nc2ccc3c(c2)C(=O)N([C@@H](C)CO)C[C@@H](C)[C@H](CN(C)S(=O)(=O)c2cn(C)cn2)OCCCC[C@H](C)O3)cc1
  BioA inh: 2.2
> CCCNC(=O)Nc1ccc2c(c1)C(=O)N(C)[C@@H]1CC[C@H](CC(=O)NC)O[C@H]1CO2
  BioA inh: 0.8
> C[C@H]1CN([C@@H](C)CO)C(=O)Cc2cc(NC(=O)CCC(F)(F)F)ccc2O[C@@H]1CN(C)CC1CC1
  BioA inh: -1.5
> C[C@@H]1CN([C@@H](C)CO)C(=O)c2cc(C#CC(C)(C)O)cnc2O[C@@H]1CN(C)C(=O)CN(C)C
  BioA inh: -5.3
> COc1ccccc1C#Cc1ccc2c(c1)O[C@@H](CN(C)Cc1ccncc1)[C@H](C)CN([C@@H](C)CO)S2(=O)=O
  BioA inh: -1.7
> O=C(Nc1ccc(F)cc1)N1CCCCN2[C@H](CO)[C@H](c3ccc(-c4ccccc4F)cc3)[C@H]2C1
  BioA inh: -3.6
> C[C@@H]1CN([C@@H](C)CO)S(=O)(=O)c2ccc(C#CC3CC3)cc2O[C@@H]1CN(C)Cc1ccc(F)cc1
  BioA inh: -1.2

> Cc1cc(C(=O)Nc2ccc3c(c2)C(=O)N(C)[C@@H]2CC[C@H](CC(=O)NCc4ccc(-c5ccccc5)cc4)O[C@@H]2CO3)no1
  BioA inh: 0.2
> Cc1ccc(S(=O)(=O)N(C)C[C@H]2OCCCC[C@H](C)Oc3ccc(NS(=O)(=O)c4ccc(F)cc4)cc3C(=O)N([C@@H](C)CO)C[C@@H]2C)cc1
  BioA inh: -3.1
> O=S(=O)(c1cccc(F)c1)N1CC[C@@H]2[C@@H](CO)Nc3ccc(Br)cc3[C@@H]21
  BioA inh: 3.8
> CC(=O)N1[C@H](CO)[C@H](c2ccccc2)[C@@H]1CN(C)S(=O)(=O)c1ccccc1
  BioA inh: -2.0
> C[C@@H]1CN([C@@H](C)CO)C(=O)c2cc(NC(=O)Cc3cn(C)c4ccccc34)ccc2O[C@@H]1CN(C)Cc1ccc(Cl)c(Cl)c1
  BioA inh: -1.5
> CO[C@@H]1CN(C)C(=O)c2ccc(NC(=O)c3ccccc3F)cc2OC[C@H](C)N(C(C)=O)C[C@@H]1C
  BioA inh: -1.0
> O=C(C[C@H]1C[C@H]2c3cc(NC(=O)Cc4ccncc4)ccc3O[C@H]2[C@H](CO)O1)NCc1ccc(-c2ccccc2)cc1
  BioA inh: -0.1
> COc1ccccc1CNC(=O)C[C@@H]1CC[C@@H]2[C@H](COC[C@@H](O)CN2Cc2ccccc2)O1
  BioA inh: -0.6
> COc1ccc(C#Cc2ccc([C@@H]3[C@H]4CN(Cc5ccccc5F)CCCCN4[C@H]3CO)cc2)cc1
  BioA inh: -1.9
> C[C@H]1CN([C@@H](C)CO)C(=O)c2cc(NC(=O)Nc3ccc(C(F)(F)F)cc3)ccc2O[C@H]1CN(C)Cc1ccncc1
  BioA inh: -0.9

Four compounds picked at random from those above, as already listed:
> CO[C@@H]1CN(C)C(=O)c2ccc(NC(=O)c3ccccc3F)cc2OC[C@H](C)N(C(C)=O)C[C@@H]1C
  BioA inh: -1.0
> COc1cccc(NC(=O)N(C)C[C@H]2Oc3cc(C#Cc4ccc(F)cc4)ccc3S(=O)(=O)N([C@H](C)CO)C[C@H]2C)c1
  BioA inh: -4.6
> C[C@@H]1CN([C@@H](C)CO)C(=O)c2cc(NC(=O)Cc3cn(C)c4ccccc34)ccc2O[C@@H]1CN(C)Cc1ccc(Cl)c(Cl)c1
  BioA inh: -1.5
> O=C(C[C@H]1C[C@H]2c3cc(NC(=O)Cc4ccncc4)ccc3O[C@H]2[C@H](CO)O1)NCc1ccc(-c2ccccc2)cc1
  BioA inh: -0.1

Remaining list, next part
> C[C@@H]1CCCCO[C@H](CN(C)Cc2ccccc2)[C@@H](C)CN([C@@H](C)CO)C(=O)c2cc(NC(=O)Nc3cccc4ccccc34)ccc2O1
  BioA inh: 0.1
> C[C@@H]1CN([C@@H](C)CO)C(=O)c2cc(N(C)C)ccc2O[C@H]1CN(C)Cc1ccccc1
  BioA inh: -1.9
> C[C@@H]1CN([C@@H](C)CO)S(=O)(=O)c2ccc(C#CCN(C)C)cc2O[C@H]1CN(C)Cc1ccc(F)cc1
  BioA inh: 2.0
> O=C(NCC[C@H]1CC[C@@H](NC(=O)C2CCCC2)[C@H](CO)O1)c1cnccn1
  BioA inh: 0.2
> C[C@H]1CN([C@@H](C)CO)C(=O)Cc2cc(NC(=O)Nc3cccc4ccccc34)ccc2O[C@@H]1CN(C)Cc1ccc(Cl)c(Cl)c1
  BioA inh: -4.0
> CO[C@@H]1CN(C)C(=O)c2cc(NC(=O)c3nc4ccccc4s3)ccc2OC[C@H](C)N(Cc2ccncc2)C[C@H]1C
  BioA inh: -1.5
> CNC[C@@H]1OCCCC[C@H](C)Oc2ccc(NC(=O)Cc3ccccc3)cc2C(=O)N([C@@H](C)CO)C[C@H]1C
  BioA inh: -4.6
> CCN1[C@H](C(=O)N(C)C)[C@@H](CO)[C@@H]2Cn3c(ccc(-c4ccccc4OC)c3=O)[C@@H]21
  BioA inh: -1.5
> COc1ccc(S(=O)(=O)Nc2cccc3c2O[C@@H](CN(C)Cc2ccncc2)[C@@H](C)CN([C@@H](C)CO)C3=O)cc1
  BioA inh: 4.9
> CN1CCN(C(=O)C[C@@H]2C[C@H]3c4cc(NC(=O)CC5CC5)ccc4O[C@H]3[C@H](CO)O2)CC1
  BioA inh: 0.1

> CCCN(C)C[C@H]1Oc2cc(C#CC3CCCC3)ccc2S(=O)(=O)N([C@H](C)CO)C[C@@H]1C
  BioA inh: 0.4
> C[C@@H]1CN([C@H](C)CO)C(=O)c2cccc(NC(=O)C3CCCCC3)c2O[C@H]1CN(C)Cc1ccc(-c2ccccc2)cc1
  BioA inh: -1.3
> COC(=O)C[C@H]1CC[C@H]2[C@H](COc3ccc(NS(C)(=O)=O)cc3C(=O)N2C)O1
  BioA inh: 13
> COCc1cn(CC[C@@H]2CC[C@@H](NC(=O)Nc3ccc(OC)cc3)[C@@H](CO)O2)nn1
  BioA inh: 0.3
> CCC(=O)N(C)C[C@H]1Oc2cc(C#CCC3CCCC3)ccc2S(=O)(=O)N([C@@H](C)CO)C[C@H]1C
  BioA inh: 6.5
> CC(C)NC(=O)N(C)C[C@H]1Oc2ccc(NS(=O)(=O)c3cn(C)cn3)cc2CC(=O)N([C@@H](C)CO)C[C@@H]1C
  BioA inh: -2.4
> C[C@H](CO)N1C[C@H](C)[C@@H](CN(C)C(=O)C2CC2)Oc2ncc(C#Cc3ccccc3)cc2C1=O
  BioA inh: 0.2
> C[C@H]1CN([C@@H](C)CO)C(=O)c2cc(NC(=O)CCC(F)(F)F)ccc2O[C@@H]1CN(C)S(=O)(=O)c1ccc(F)cc1
  BioA inh: 1.5
> C[C@@H]1CCCCO[C@H](CN(C)Cc2ccc(C(=O)O)cc2)[C@H](C)CN([C@@H](C)CO)C(=O)c2cc(NC(=O)Nc3ccc4c(c3)OCO4)ccc2O1
  BioA inh: -0.4
> C[C@@H]1CN([C@@H](C)CO)C(=O)c2cc(-c3cccc(C#N)c3)cnc2O[C@H]1CN(C)Cc1cccnc1
  BioA inh: 6.9

> C[C@H]1CN([C@@H](C)CO)C(=O)Cc2cc(NC(=O)C3CC3)ccc2O[C@H]1CN(C)C(=O)Nc1ccc2c(c1)OCO2
  BioA inh: 0.0
> C[C@H]1CCCCO[C@@H](CN(C)C(=O)Nc2ccccc2)[C@@H](C)CN([C@@H](C)CO)C(=O)c2cc(N(C)C)ccc2O1
  BioA inh: -2.2
> CN1CCN(C(=O)C[C@@H]2CC[C@H]3[C@@H](COC[C@H](O)CN3C(=O)c3ccccc3F)O2)CC1
  BioA inh: -2.0
> COC(=O)C[C@@H]1C[C@@H]2c3cc(N(C)C)ccc3O[C@@H]2[C@@H](CO)O1
  BioA inh: -0.7
> COc1ccc(S(=O)(=O)N(C)C[C@@H]2Oc3ccc(NS(=O)(=O)c4ccc(Cl)cc4)cc3C(=O)N([C@H](C)CO)C[C@@H]2C)cc1
  BioA inh: -1.2
> CNC[C@H]1Oc2cc(C#CCN(C)C)ccc2S(=O)(=O)N([C@H](C)CO)C[C@H]1C
  BioA inh: 1.1
> Cc1noc(C)c1NC(=O)N(C)C[C@H]1OCCCC[C@@H](C)Oc2ccc(NC(=O)c3ccccc3)cc2C(=O)N([C@@H](C)CO)C[C@@H]1C
  BioA inh: 0.8
> Cc1ccc(S(=O)(=O)Nc2ccc3c(c2)C(=O)N([C@@H](C)CO)C[C@H](C)[C@@H](CN(C)Cc2ccncc2)OCCCC[C@@H](C)O3)cc1
  BioA inh: -0.5
> CC(=O)N1[C@@H]2Cn3c(cccc3=O)[C@H]1[C@@H](C(=O)NCc1ccc(F)cc1)[C@@H]2CO
  BioA inh: -2.5
> COCC(=O)N(C[C@@H]1N[C@@H](CO)[C@@H]1c1ccc(C2=CCCC2)cc1)C(C)C
  BioA inh: -0.9

> COc1ccc(S(=O)(=O)N(C)C[C@@H]2Oc3ccc(NS(=O)(=O)c4ccc(C)cc4)cc3CC(=O)N([C@H](C)CO)C[C@H]2C)cc1
  BioA inh: -0.4
> C[C@@H]1CCCCO[C@H](CN(C)S(=O)(=O)c2cccs2)[C@@H](C)CN([C@H](C)CO)C(=O)c2cc(NC(=O)NC3CCCCC3)ccc2O1
  BioA inh: -3.2
> CNC(=O)C[C@@H]1CC[C@@H]2[C@H](COC[C@H](O)CN2Cc2ccccc2F)O1
  BioA inh: -4.0
> C[C@H](CO)N1C[C@H](C)[C@@H](CN(C)C(=O)Nc2ccccc2)OCCCC[C@H](C)Oc2ccc(NS(=O)(=O)c3ccc(F)cc3)cc2C1=O
  BioA inh: -0.3
> C[C@H](CO)N1C[C@H](C)[C@@H](CN(C)CC2CCCCC2)Oc2ccc(NC(=O)Cc3ccccc3)cc2C1=O
  BioA inh: 0.9
> CN1C(=O)c2cc(NC(=O)Cc3ccccc3)ccc2OC[C@@H]2O[C@H](CC(=O)NCC3CC3)CC[C@@H]21
  BioA inh: -0.4
> COc1ccc(NC(=O)N2CCCCN3[C@H](CO)[C@H](c4ccc(C#Cc5ccccn5)cc4)[C@@H]3C2)cc1
  BioA inh: -0.3
> COC(=O)[C@@H]1[C@@H](CO)[C@@H]2Cn3c(ccc(-c4ccccc4)c3=O)[C@H]1N2S(=O)(=O)c1ccccc1C
  BioA inh: 1.9
> COc1cccc(NC(=O)N(C)C[C@@H]2Oc3cc(-c4ccccc4F)ccc3S(=O)(=O)N([C@@H](C)CO)C[C@H]2C)c1
  BioA inh: 9.4
> C[C@H]1CN([C@@H](C)CO)C(=O)c2cc(C#Cc3cccc(F)c3)cnc2O[C@H]1CN(C)CC1CCCC1
  BioA inh: -7.1
